B2AR arrestin: qHTS assay of beta-arrestin-biased ligands of beta2-adrenergic receptor. Beta-2 adrenergic receptor (Homo sapiens), P07550. beta-arrestin recruitment to beta2AR, cell-based reporter. Potency, µM (titrated, usually from 46.1 µM), for the others: at the highest dose activation, usual class: activators. actives 0.02% (n = 330,000);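 further: potency means the concentration at half of the fitted maximal effect; 0% = DMSO controls and full agonism = EC100 isoproterenol or metaproterenol; nearly all actives have a fitted effect of over 65% in size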
Target sequence (P07550 whole entry, looked up): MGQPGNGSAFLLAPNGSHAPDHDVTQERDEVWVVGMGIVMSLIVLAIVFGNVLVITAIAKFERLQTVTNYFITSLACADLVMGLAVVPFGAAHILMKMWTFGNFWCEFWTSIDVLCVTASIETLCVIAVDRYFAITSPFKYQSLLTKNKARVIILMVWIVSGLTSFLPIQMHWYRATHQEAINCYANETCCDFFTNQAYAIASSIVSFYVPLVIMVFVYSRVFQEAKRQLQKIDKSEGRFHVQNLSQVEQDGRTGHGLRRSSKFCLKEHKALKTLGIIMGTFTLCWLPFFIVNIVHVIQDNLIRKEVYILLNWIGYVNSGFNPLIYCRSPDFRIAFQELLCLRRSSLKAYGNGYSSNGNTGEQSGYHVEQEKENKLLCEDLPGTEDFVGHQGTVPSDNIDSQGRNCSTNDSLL
a7 integrin act: qHTS for Activators of Integrin-Mediated Alleviation for Muscular Dystrophy; AID 624291, 2012; alpha7betagal myoblasts, beta-gal FDG fluorescence, 48 h; actives 0.064% (n = 350,000); Potency, µM (top dose mostly 38.3 µM), for inactives: at the highest dose activation, actives largely listed as activators;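 further: potency means the concentration at half of the fitted maximal effect; 100% = response of the positive control SU9516; nearly all actives have a fitted effect of over 60% in size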
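alpha7betagal+/- myoblasts (passage 13, 250/well) treated 48 h at 37C with compounds at 1:260 dilution of DMSO stock. Lysed, then beta-galactosidase activity read as FDG fluorescence (ex 480/em 540) after 30 min, with pre-read for autofluorescence.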
BRCA1 expr up: qHTS Assay to Identify Small Molecule Activators of BRCA1 Expression | MCF7-BRCA1-FFLuc reporter, luminescence, 48 h; response scale: scaled: vehicle 0%, 10 µM genistein 100% | actives 1.1% (n = 380,000) | Potency, µM (highest dose often 46.1 µM), inactives show at the highest dose activation, most hits filed as activators | AID 624202, 2012; further: potency means the concentration at half of the fitted maximal effect; nearly all actives have a fitted effect of over 80% in size; some results filed as inactive show a strong effect at the top dose
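Luminescence from a BRCA1-driven firefly luciferase in MCF7 cells was the read-out, taken 15 min after substrate addition following 48 h compound exposure at 37 °C. Data were normalized to a 10 microM genistein control and DMSO vehicle.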
uPA surface inh: qHTS for Inhibitors of Cell Surface uPA Generation. actives 0.31% (n = 330,000). Potency, µM (series often up to 38.3 µM), for inactives: at the top dose activity change, negative = inhibition, most hits filed as inhibitors. AID 540303, 2011. cell surface uPA generation assay, qHTS; active means well fitted inhibition curve with a large enough effect; inconclusive means small, poorly fitted or top-dose-only effect; inactive means no such curve, though single readings can be large or run the other way; tested in mouse RAW 264.7 cells; further: potency means the concentration at half of the fitted maximal effect; on the % scale 0 is the no-effect control and ±100 the full control effect; nearly all actives have a fitted effect of over 55% in size
ASM inhibitor: Inhibitors of Secretory Acid Sphingomyelinase (S-ASM): qHTS; Sphingomyelin phosphodiesterase (Homo sapiens), P17405; placental ASM, HMU-PC fluorogenic substrate, 60 min; Potency, µM (series often up to 57.5 µM), for inactives: at the top dose activity change, negative = inhibition, most hits filed as inhibitors; actives 0.006% (n = 340,000); AID 504937, 2011; further: potency means the concentration at half of the fitted maximal effect
Target sequence (P17405 47-631 limits assumed): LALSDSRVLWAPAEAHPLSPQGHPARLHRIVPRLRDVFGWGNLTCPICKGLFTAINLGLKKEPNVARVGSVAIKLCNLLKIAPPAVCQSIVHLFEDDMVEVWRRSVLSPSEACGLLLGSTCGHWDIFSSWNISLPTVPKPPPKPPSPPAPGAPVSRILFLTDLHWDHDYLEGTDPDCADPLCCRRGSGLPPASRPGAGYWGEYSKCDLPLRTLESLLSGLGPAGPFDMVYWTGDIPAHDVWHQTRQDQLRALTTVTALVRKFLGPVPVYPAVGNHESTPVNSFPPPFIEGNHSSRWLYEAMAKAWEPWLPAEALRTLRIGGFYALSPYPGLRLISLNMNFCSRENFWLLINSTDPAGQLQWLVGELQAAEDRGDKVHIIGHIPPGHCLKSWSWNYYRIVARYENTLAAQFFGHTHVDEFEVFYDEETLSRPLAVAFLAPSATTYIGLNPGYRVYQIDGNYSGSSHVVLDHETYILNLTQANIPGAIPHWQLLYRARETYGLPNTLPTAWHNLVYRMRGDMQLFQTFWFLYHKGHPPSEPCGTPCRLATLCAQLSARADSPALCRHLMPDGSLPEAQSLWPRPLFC
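Human placenta-derived ASM preincubated with compound 10 min at room temperature, then reacted with 9 uM (final) fluorogenic HMU-PC substrate for 60 min at 37 C. Stop solution raises pH to 10; fluorescence read at Ex 386/Em 447 nm.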
p53 reactivation: qHTS assay for re-activators of p53 using a Luc reporter. H1299 p53-A138V BP100-luciferase reporter, luminescence, 24 h. actives 0.063% (n = 320,000). Potency, µM (highest dose often 92.2 µM), for the others: at the highest dose activity change, positive = activation, actives largely listed as activators; further: potency means the concentration at half of the fitted maximal effect; % of control where 0% means no effect; nearly all actives have a fitted effect of over 45% in size
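p53-null H1299 cells stably carrying temperature-sensitive p53-A138V and a BP100-luciferase reporter were pinned with compounds (4-point, 1:5 series) and held 24 hrs at 37 deg C. Luminescence was read 10 min after detection reagent.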
TSG101-PTAP inh: qHTS Assay for Iinhibitors of HIV-1 Budding by Blocking the Interaction of PTAP/TSG101. 340,000 tested, under 10 active. Potency, µM (doses to about 115 µM), for inactives: at the top dose activity change, negative = inhibition, hits mostly inhibitors. AID 493005, 2010. Tumor susceptibility gene 101 protein (Homo sapiens), Q99816. Fluorescence polarization, FITC-PTAP peptide / Tsg101 binding; active means well fitted inhibition curve with a large enough effect in the main read-out, with a control signal flat, not every such curve was filed as active; inconclusive means small, poorly fitted or top-dose-only effect, or effect the other way, or a change in a side signal; inactive means no such curve, though single readings can be large or run the other way; further: potency means the concentration at half of the fitted maximal effect; % of control where 0% means no effect
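Fluorescence anisotropy tracks displacement of a FITC-tagged PTAP peptide (50 nM) from the Tsg101 binding domain (10 uM), following a 20 min room-temperature incubation at pH 7.5.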
ELG1 genotoxic: qHTS screen for small molecules that induce genotoxicity in human embryonic kidney (HEK293T) cells expressing luciferase-tagged ELG1 | HEK293T ELG1-luciferase reporter, luminescence, 16 h | AID 504466, 2011 | actives 1.3% (n = 330,000) | Potency, µM (highest dose often 46 µM), without a hit: at the highest dose activity change, positive = activation, hits mostly activators; further: potency means the concentration at half of the fitted maximal effect; % of control where 0% means no effect; nearly all actives have a fitted effect of over 60% in size
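HEK293T cells expressing luciferase-tagged ELG1 were treated with compound or DMSO for 16 hr at 37°C. Luciferase activity was then read after 30 min with ONE-Glo at room temperature; rising signal flags genetic stress.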
Eya2 inh: qHTS Assay for Inhibitors of the Phosphatase Activity of Eya2; Protein phosphatase EYA2 (Homo sapiens), O00167; recombinant Eya2, OMFP fluorescence dephosphorylation (OMFP is methylfluorescein phosphate); Potency, µM (top dose mostly 76.9 µM), without a hit: at the top dose activity, negative = inhibition, most hits filed as inhibitors; actives 0.006% (n = 330,000); AID 488837, 2010; further: potency means the concentration at half of the fitted maximal effect; on the % scale 0 is the no-effect control and ±100 the full control effect
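Eya2 (0.2 uM) preincubated 10 min at ambient with compound, then OMFP substrate added at 50 uM; 10 min reaction in 50 mM HEPES pH 7.5, 50 mM NaCl, 5 uM MgCl2, 0.05% BSA, 1 mM DTT. Fluorescence read at Ex 485/Em 525 nm.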
TRPV1 ag: HTS Assay for Compounds that Act as Agonists of the Vanilloid Receptor 1; activation, % at 8.33 µM; actives 0.19% (n = 320,000); AID 540275, 2011; Transient receptor potential cation channel subfamily V member 1 (Homo sapiens), Q8NER1; TRPV1-expressing cells, Fluo-8 calcium influx, agonist mode; in the data active means activation above about 80%; inconclusive means between about 30% and that limit; further: 0% is about no effect
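Fluo-8 calcium influx in TRPV1-expressing cells, kinetic read (ex 480/em 520 nm). Compound added and read 3 min for agonist activity, followed by capsaicin at EC20 final and 2 min further read for enhancement.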
USP2a block: qHTS Assay for Inhibitors of Ubiquitin-specific Protease USP2a Using CHOP2 as the Reporter; Ubiquitin carboxyl-terminal hydrolase 2 (Homo sapiens), O75604; Potency, µM (highest dose often 38.3 µM), inactives show at the top dose activity change, negative = inhibition, actives largely listed as inhibitors; AID 463254, 2010; actives 0.01% (n = 330,000); USP2 core, Ub-CHOP2 coupled fluorogenic reporter, 485/531;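 further: potency means the concentration at half of the fitted maximal effect; plate controls were DMSO wells for no effect and full inhibition by NEM control for full effect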
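Cell-free coupled assay: 10nM USP2 core preincubated 30min RT with compound in Tris-HCl pH 8.0/CaCl2/CHAPS buffer, then 25nM Ub-CHOP2 and 25nM reporter substrate; fluorescence (Ex 485/Em 531) read after 60min RT, normalized to NEM inhibition, concentration-response curves fitted.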
Numbers without * were called inactive; ? = inconclusive; . = no result given; [ ] = remark or other dose. Unless noted, the call rests on the fitted dose curve; in most records, active means well fitted curve in the direction sought with a large enough effect; inconclusive means small, poorly fitted or top-dose-only effect, or another doubt; inactive means no such curve, though single readings can be large; an effect the other way counts as inactive or inconclusive. Rows were taken by chance. Share with any hit: about 2.6%.

SMILES | B2AR arrestin | a7 integrin act | BRCA1 expr up | uPA surface inh | ASM inhibitor | p53 reactivation | TSG101-PTAP inh | ELG1 genotoxic | Eya2 inh | TRPV1 ag | USP2a block
O=c1c(-c2cccc(Cl)c2)c[nH]n1-c1ccccc1 | -0.8% | ? | 65.8% | -6.4% | 1.7% | 25.9% | -6.9% | 10.5% | -1.7% | 5.9 | -3.4%
COc1ccc(CN2CCOCCOCCOCCOCC2)cc1 | -0.9% | -29.6% | -6.6% | 3.4% | 2.4% | -0.7% | -1.8% | 0.0% | -14.5% | 0.8 | 0.1%
CC(=O)C[C@H]1c2ccccc2S(=O)(=O)N1c1ccccc1 | . | 14.1% | 14.4% | -27.5% | 0.4% | . | -10.6% | . | . | . | .
FC(F)(F)c1cc(-c2ccco2)nc(N2CCN(c3ccccc3)CC2)n1 | -0.7% | 12.8% | -88.5%[inhibitor] | . | -8.7% | -8.7% | -2.3% | -7.9% | 6.1% | -1.1 | 2.5%
COc1ccc(N(CC(=O)N2CCOCC2)S(=O)(=O)c2ccccc2)cc1Cl | 0.0% | 41.8% | -7.7% | ? | 2.2% | -0.8% | 3.1% | 5.9% | -1.6% | 9.2 | 1.0%
Cc1csc(NC(=O)CSc2nc3sc(C)c(C)c3c(=O)[nH]2)n1 | 0.4% | 18.4% | -5.5% | 1.2% | 1.3% | 2.4% | -3.9% | 11.5% | 1.3% | -0.4 | -1.3%
Cc1ccc(N(CCC#N)C(=O)COC(=O)c2ccccc2SCC(=O)N2CCCC2)cc1 | 0.3% | -17.2% | -14.8% | -7.7% | 5.1% | 1.2% | 0.1% | 20.9% | 3.7% | 0.4 | -1.2%
CC(=O)c1c(C)[nH]c(C(=O)Nc2ccc(Cl)c(S(=O)(=O)N3CCOCC3)c2)c1C | -0.7% | 27.2% | -74.1% | -11.0% | -7.7% | -20.3% | -2.5% | -3.7% | 0.6% | 5.3 | -1.4%
CCOc1ccc(CN(C)C(=O)CCc2ccc(S(=O)(=O)N3CCCCCC3)cc2)cc1 | -0.5% | 1.3% | -37.0% | ? | -3.0% | -1.8% | -4.1% | -7.3% | -3.8% | 15.5 | 4.4%
Cc1c(Cl)ccc2c1NC(=O)[C@]21N[C@@H](CCC(N)=O)[C@H]2C(=O)N(c3ccc(F)cc3)C(=O)[C@H]21 | 0.3% | -6.6% | 0.0% | -0.3% | -1.5% | -1.9% | -0.7% | -5.3% | -3.2% | -2.1 | 1.9%
Clc1ncccc1-c1nc2ccccc2n1Cc1ccccc1 | 0.1% | -20.3% | -14.3% | . | 13.7% | 0.0% | -3.3% | -1.4% | -5.5% | 27.7 | 2.4%
CS(=O)(=O)N(Cc1ccc(Cl)cc1)c1ccc(C(=O)NCCSCc2ccco2)cc1 | -0.3% | -29.0% | 8.5%[1.84 µM] | -11.0% | ? | -3.1% | -0.5% | -17.5% | -0.8% | 4.7 | 5.0%
O=C(O)C(c1ccccc1)N1CCCC1 (centres undefined) | -0.8% | -11.5% | -8.9% | -0.3% | 1.4% | 8.6% | -8.2% | 0.8% | 6.8% | 1.2 | -0.7%
Cc1cc(=O)oc2cc(OC(C)C(=O)N3CCCc4ccccc43)ccc12 (centres undefined) | -0.5% | -1.8% | -29.9% | 0.3% | 24.4% | 13.9% | -2.5% | ? | -2.3% | -0.4 | 1.9%
NC(=O)c1ccc(OCC(=O)N2CCNC2=O)cc1 | 0.1% | 23.6% | -15.3% | -0.2% | 1.8% | 5.4% | -0.3% | 1.3% | -5.1% | . | -0.8%
Cc1cc2c(cc1S(N)(=O)=O)S(=O)(=O)CCC2 | 0.0% | . | -33.2% | 12.1% | 3.3% | 8.8% | -1.0% | 3.9% | 13.1% | -0.5 | 7.9%
COc1ccc(-c2c(C(C)=O)c(C)nc3sc4c(=O)[nH]nnc4c23)cc1 | -0.2% | -10.6% | -4.2% | -10.6% | 0.5% | -5.0% | -1.2% | 2.9% | 0.7% | -0.6 | 2.9%
CCOC(=O)Cc1c(C)nc2c(-c3ccc(Cl)cc3)c[nH]n2c1=O | 0.0% | -26.1% | -78.0%[inhibitor] | -8.0% | 6.5% | ? | -3.4% | -16.4% | -9.5% | 5.4 | 0.2%
CCOc1ccc(NC(=O)NNC(=O)c2cccnc2)cc1 | -1.5% | 0.8% | 2.8% | 0.4% | 2.1% | 3.9% | -2.7% | 12.5% | -0.7% | -3.1 | 4.6%
C=CCOCCN(C)C1=NS(=O)(=O)c2cc([N+](=O)[O-])ccc21 | -0.1% | -65.7%[inhibitor] | -92.2% | -12.1% | -1.9% | 17.2% | -4.8% | -5.9% | 4.9% | 0.5 | 3.3%
Cc1nc2nc(SCC(N)=O)[nH]c2cc1Br | -0.5% | 6.5% | -22.8% | 5.8% | 1.8% | -12.7% | -2.2% | 2.3% | 1.0% | -4.4 | -1.4%
CCOc1ccccc1NC(=O)c1cccc(N2C(=O)CCC2=O)c1 | -1.1% | ? | 0.3% | 7.0% | -0.8% | 19.9% | -9.3% | 0.0% | 4.7% | -2.6 | 0.2%
CN(C)P(=O)(Nc1cccc2ccccc12)Nc1cccc2ccccc12 | 2.9% | -25.8% | -30.3% | -2.1% | -0.1% | 14.3% | -1.2% | 1.0% | 11.1% | 4.2 | 3.5%
Cc1cccc(CN2CCN(c3nc4nonc4nc3NC3CC3)CC2=O)c1 | 0.5% | -11.1% | 0.3% | 3.1% | 1.0% | -3.4% | -4.2% | 0.0% | 10.0% | 1.5 | 2.6%
Cc1c(N)c(C(C)(C)C)cc(C(C)(C)C)c1[N+](=O)[O-] | 0.1% | 0.0% | -54.2% | 4.0% | -12.4% | -1.3% | -0.5% | 1.8% | -9.2% | 24.1 | 4.4%
COCCNC(=O)CS(=O)(=O)Cc1nc(-c2ccc(C)cc2)oc1C | -0.3% | -10.5% | 0.4% | -17.2% | -0.1% | -2.4% | -0.6% | -2.3% | 0.4% | 1.3 | 0.0%
S=c1[nH]nc(COc2ccc3ccccc3c2)o1 | -0.5% | -14.0% | 30.4% | 4.9% | 8.1% | 22.4% | -4.5% | 8.7% | -5.0% | -0.1 | -2.7%
Cc1cccc(OCC(O)CN2C(C)(C)CC(O)CC2(C)C)c1C (centres undefined) | 0.0% | 4.0% | 0.4% | -2.7% | 2.2% | 2.8% | -3.9% | 0.8% | 6.1% | -3.5 | 4.5%
COc1ccc(S(=O)(=O)NC2CCc3ccccc32)cc1OC (centres undefined) | -0.9% | 9.6% | -3.1% | 22.2% | 2.7% | -4.1% | -1.9% | -2.1% | ? | -1.5 | 2.3%
CCOc1ccc(C(=O)OCC(=O)NCCCc2ccccc2)cc1 | -0.4% | 2.5% | -1.8% | -15.3% | -4.7% | 5.3% | -6.5% | -1.2% | -3.1% | 22.0 | 0.4%
O=C1CSC(c2cn(-c3ccccc3)nc2-c2cccs2)N1CC1CCCO1 (centres undefined) | -0.1% | -0.9% | -39.0% | 7.0% | 1.2% | -6.6% | -2.8% | -0.1% | -30.8% | 5.0 | -2.6%
COc1cc(C(=O)N(Cc2ccco2)Cc2cc3ccccc3[nH]c2=O)cc(OC)c1OC | 0.2% | 1.4% | -16.3% | . | 1.5% | -11.4% | -4.7% | -2.2% | -4.3% | -0.8 | -2.1%
O=C(CC(=O)N/N=C/c1ccc(Cl)cc1Cl)NCc1ccccc1 | -0.5% | 2.6% | -7.9% | -2.9% | -3.2% | -2.2% | 0.3% | ? | 15.0% | 1.1 | 2.0%
O=C(NC1CCCCNC1=O)c1ccco1 (centres undefined) | -0.3% | -25.4% | 10.9% | -2.8% | 3.4% | 14.5% | -1.9% | -0.2% | 9.6% | -0.6 | 2.5%
COc1ccc2oc(C)c(C(=O)c3ccccc3)c2c1 | . | 16.9% | 5.7% | -0.1% | -1.3% | . | -2.4% | . | . | . | .
